CHT block = inhibits the human high affinity choline transporter. Q9GZV3. CHT-expressing cells, membrane potential dye, choline response; active compounds read low. B-score at 10 µM. actives 0.86% (n = 310,000). AID 488975;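 active = B-score over 3 SD under the library average, and starting fluorescence ratio not unusually high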;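 note: choline stimulus applied at its EC90 after an EC20 pre-addition; B-score computed on integrated fluorescence ratio after choline addition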
Target sequence (Q9GZV3 whole entry, looked up): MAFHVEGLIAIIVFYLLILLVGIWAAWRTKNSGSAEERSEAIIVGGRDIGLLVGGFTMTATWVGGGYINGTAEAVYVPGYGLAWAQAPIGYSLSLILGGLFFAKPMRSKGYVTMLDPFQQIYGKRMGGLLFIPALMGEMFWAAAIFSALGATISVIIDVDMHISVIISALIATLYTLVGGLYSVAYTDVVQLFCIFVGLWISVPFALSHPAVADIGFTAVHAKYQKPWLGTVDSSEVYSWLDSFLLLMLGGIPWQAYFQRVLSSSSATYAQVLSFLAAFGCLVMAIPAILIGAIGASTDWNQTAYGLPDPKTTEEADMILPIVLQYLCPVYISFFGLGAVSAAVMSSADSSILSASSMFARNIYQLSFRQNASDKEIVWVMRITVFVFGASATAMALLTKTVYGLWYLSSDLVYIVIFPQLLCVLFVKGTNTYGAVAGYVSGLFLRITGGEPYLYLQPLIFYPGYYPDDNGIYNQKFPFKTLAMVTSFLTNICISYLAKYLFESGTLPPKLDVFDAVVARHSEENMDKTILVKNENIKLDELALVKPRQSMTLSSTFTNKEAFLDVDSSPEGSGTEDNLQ
STK33 kinase inh = blocks human STK33 kinase activity; purified STK33, MBP phosphorylation, ADP-Glo luminescence; Q9BYT3; actives 0.073% (n = 320,000); inhibition, % at 10 µM;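 active = inhibition at or above 25%, using the most active replicate where run in duplicate; inactive = inhibition below 25%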
Target sequence (Q9BYT3 whole entry, looked up): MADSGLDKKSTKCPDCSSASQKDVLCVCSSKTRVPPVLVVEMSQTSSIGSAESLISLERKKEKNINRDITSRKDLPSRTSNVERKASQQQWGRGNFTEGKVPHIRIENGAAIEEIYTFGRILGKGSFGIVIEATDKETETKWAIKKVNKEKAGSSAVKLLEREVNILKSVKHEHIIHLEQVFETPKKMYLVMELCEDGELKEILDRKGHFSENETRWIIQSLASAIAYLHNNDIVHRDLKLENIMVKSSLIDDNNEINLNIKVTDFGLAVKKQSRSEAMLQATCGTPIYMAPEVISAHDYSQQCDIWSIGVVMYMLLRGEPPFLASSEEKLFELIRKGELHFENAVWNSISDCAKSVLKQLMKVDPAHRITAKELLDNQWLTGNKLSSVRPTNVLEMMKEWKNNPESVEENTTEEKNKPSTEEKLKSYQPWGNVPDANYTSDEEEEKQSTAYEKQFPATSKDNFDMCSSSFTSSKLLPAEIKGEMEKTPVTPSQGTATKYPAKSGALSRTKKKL
CHT allo act = allosterically activates the human high affinity choline transporter; Q9GZV3; CHT-expressing cells, membrane potential dye, choline EC20; active compounds read high; LV-AA mutant CHT in HEK293 cells; B-score at 10 µM; actives 0.49% (n = 310,000);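 active = initial fluorescence not abnormally high and integrated response B-score, plate-corrected, over 3 SD above library mean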
Starred values were filed as active, the others as inactive; i = inactive; x = no result given. Not a hit list; any-hit rate near 1.5%.

SMILES	CHT block	STK33 kinase inh	CHT allo act
CC(=O)c1ccc(OCC(C)C)c(CN2CCCCC2)c1	i	-0.8	i
CC(=O)Nc1ccc(C(=O)Nc2ccc(S(=O)(=O)NCC3CCCO3)cc2)cc1 (stereo not drawn)	i	9.1	i
COC(=O)c1cc(CNC(=O)C(C)NS(=O)(=O)c2ccc(C)c(C)c2)ccc1OC (stereo not drawn)	i	-0.8	i
Cc1nc2ccc(N=NC3=C(O)CC(C)(C)CC3=O)cc2s1	i	-2.2	i
CCc1ccc(N=C2NC(=O)/C(=C/c3cc(OC)c(O)c(OC)c3)S2)cc1	i	-1.6	i
O=C(CNc1cccc([N+](=O)[O-])c1)N/N=C/c1ccc(F)cc1	i	-0.1	i
CC1(C)Cc2c(cnn2-c2ccccc2)C(NC(=O)C2(C(N)=O)CC2)C1 (stereo not drawn)	i	-2.3	i
CCOc1ccccc1/C=N/n1nnnc1N	i	-2.7	i
CCn1c(SCC(=O)N/N=C(/C)c2ccncc2)nc2ccccc21	i	-2.0	i
COc1ccccc1N=C(C)C1=C(O)COC1=O	i	1.1	i
Cc1ccc(C)c(Cn2c(C)nc3c(sc(=S)n3-c3ccccc3)c2=O)c1	i	0.3	i
O=C(N=C1SC2CS(=O)(=O)CC2N1c1ccc(F)cc1)C1CC1 (stereo not drawn)	i	-1.3	i
CC(C)C(CCN1C(=O)c2ccccc2C1=O)c1ccco1 (stereo not drawn)	i	-0.4	i
CNc1nc(CC(C)=O)ns1	i	1.0	i
COc1ccc(/C=C/c2onc(C)c2S(=O)(=O)N2CCC(C(=O)N3CCC(C)CC3)CC2)cc1	i	0.2	i
COc1ccccc1NCC(O)Cn1c2ccccc2c2ccccc21 (stereo not drawn)	i	-1.0	i
CCOC(=O)N1CCN(Cc2nc3c(c(=O)n(C)c(=O)n3C)n2Cc2ccccc2)CC1	i	0.0	i
CCOC(=O)Cn1cnc2c(nnn2-c2ccc(F)cc2)c1=O	i	-2.5	i
COC(=O)c1cccc(NC(=O)Cc2coc3cc(OC)ccc23)c1	i	-1.2	i
O=[N+]([O-])c1ccccc1S(=O)(=O)N1CCN(CC2CC=CCC2)CC1 (stereo not drawn)	i	-1.3	i
CS(=O)(=O)c1ccc2nc(NC(=O)CCN3C(=O)c4ccccc4C3=O)sc2c1	i	-0.2	i
CCOc1cccc(SCc2noc(C(=O)NCC3CCCO3)c2C(=O)O)c1 (stereo not drawn)	i	-0.5	i
Cc1c(C(=O)N2CCC(C)CC2)oc2ccc(S(=O)(=O)N3CCC4(CC3)OCCO4)cc12	i	-1.3	i
CCOC(=O)N1CCN(c2cc(=O)n(-c3ccc(OCC)cc3)c(=O)[nH]2)CC1	i	-0.2	i
O=C(NCCc1ccccc1)c1cc2ccccc2oc1=O	i	2.4	i
Cc1ccc(CNC(=O)CCCc2c[nH]c3ccccc23)cc1	i	-1.0	i
Cc1ccc(-c2cc(C(=O)N/N=C/c3cccnc3)n[nH]2)o1	i	-1.1	i
CC1CCCCC1NC(=O)CSc1nnc(CNC(=O)c2ccccc2)n1C (stereo not drawn)	i	0.3	i
CNS(=O)(=O)c1ccc(C)c(S(=O)(=O)NC)c1	i	-1.6	i
C=CCN(CC=C)CCOc1ccc(OC(C)C)cc1	i	-1.0	i
Cc1ccc(N2CCN(S(=O)(=O)N(C)C)CC2)cc1Cl	i	-3.7	i
CCOC(=O)N1CCN(C(=O)CCCn2nnnc2CN2CCC(C)CC2)CC1	i	-1.9	i
COc1cc(S(=O)(=O)N2CCOCC2)cc(C(=O)c2nccn2C)c1OC	i	-1.1	i
CCCc1ccc(OCC(=O)NNC(=O)c2cccnc2)cc1	i	-0.7	i
Cc1c(C#N)c2ccccc2n1CCOc1ccccc1F	i	0.2	i
COc1ccc(NC(=O)N2CCCC(c3ccccc3)C2)cc1 (stereo not drawn)	i	-0.2	i
Cc1ccc(C2=NN(CCC(=O)NC3CCCC3)C(=O)CC2)cc1	i	-0.9	i
CCOc1cc2c(cc1/C=C/c1noc(C)c1[N+](=O)[O-])OC(C)C2 (stereo not drawn)	i	-1.9	i
COc1cccc2c1O/C(=N\O)C(C(=O)Nc1ccc(C)cc1)C2 (stereo not drawn)	i	-2.1	i
CC(=C/c1ccccc1)/C=N/NC(=O)c1cccs1	i	-1.5	i
O=C(O)C1C2C=CC(O2)C1C(=O)NCc1ccc2c(c1)OCO2 (stereo not drawn)	i	-0.8	i
CCN1CCN(C(=O)c2cccc(OC3CCN(S(C)(=O)=O)CC3)c2)[C@@H](C)C1=O	i	-2.7	i
CCn1c(-c2c[nH]c3ccccc23)n[nH]c1=S	i	-0.1	i
CCCC(C)NC(=O)COC(=O)c1ccccc1SCC(=O)NC(C)CCC (stereo not drawn)	i	-0.8	i
COc1ccccc1C1C(C(=O)NCc2ccccc2)=C(C)Nc2ncnn21 (stereo not drawn)	i	1.5	i
CCn1c2ccccc2c2cc(/C=N/NC(=O)c3cccc(C)c3)ccc21	i	-2.3	i
COc1ccc2cc(C)c3nnc(SCC(=O)Nc4nc(-c5ccc(F)cc5)cs4)n3c2c1	i	-4.0	i
O=[N+]([O-])c1cc(C(F)(F)F)cc([N+](=O)[O-])c1NCCNC(=S)Nc1ccc(Cl)c(Cl)c1	i	0.0	i
CN(CC(=O)Nc1ccc(Cl)cc1)C(=O)c1ccc(S(=O)(=O)Nc2ccccc2)cc1	i	0.0	i
Cc1nc2c(C(=O)NCc3ccc4c(c3)OCO4)cnn2c(C)c1Cc1ccc(F)cc1Cl	i	-0.1	i
COc1ccc(N(CCC#N)C(=O)/C(C#N)=C/c2cccs2)cc1	i	0.1	i
Cc1nc2ccc(Br)cn2c1C(=O)N/N=C\c1ccccc1Cl	i	-0.8	i
CC1(C)CC2CC(C)(CN2C(=O)CN2C(=O)c3ccccc3C2=O)C1 (stereo not drawn)	i	-0.1	i
CCOC(=O)CC(NC(=O)Cn1nnc(-c2ccccc2C)n1)c1ccc(OC)cc1 (stereo not drawn)	i	5.9	i
Cc1onc(NC(=O)c2ccc(Cl)cc2Cl)c1Br	i	-1.4	i
COc1cccc(COC(=O)CCNC(=O)c2ccc(Cl)cc2)c1OC	i	-1.4	i
CCCN1CCC(=NNc2ccc(S(=O)(=O)N3CCOCC3)cc2[N+](=O)[O-])CC1	i	0.1	i
Cc1ccc(N2C(=O)N(CC(=O)NC(c3ccccc3)c3ccccc3)C(=O)C2C)cc1 (stereo not drawn)	i	1.1	i
CC(C)(Oc1ccc(Cl)cc1)C(=O)Nc1ccc2oc(-c3ccncc3)nc2c1	i	-0.8	i
O=C(Cc1cccc2ccccc12)NNC(=O)Nc1ccc(Cl)cc1	i	-0.4	i

Reformatted with bars between the fields: part of the list above.
structure | CHT block | STK33 kinase inh | CHT allo act
Cc1nc2ccc(Br)cn2c1C(=O)N/N=C\c1ccccc1Cl | i | -0.8 | i
CC1(C)CC2CC(C)(CN2C(=O)CN2C(=O)c3ccccc3C2=O)C1 (stereo not drawn) | i | -0.1 | i

Remaining list, next part:
SMILES	CHT block	STK33 kinase inh	CHT allo act
O=C(CC(c1ccccc1)c1cc(Cl)ccc1O)N1CCOCC1 (stereo not drawn)	i	-1.4	i
O=C(Nc1ncc2c(n1)-c1ccccc1CC2)c1cccs1	i	7.7	i
CCCN1C(=O)C(O)(CC(=O)c2cccc(OC)c2)c2ccccc21 (stereo not drawn)	i	-2.8	i
CCOC(=O)c1c(-c2ccccc2)oc2cc(Br)c(O)c(C=O)c12	i	-0.2	i
COc1ccc(N2CCN(C(=O)CCn3nnc4ccccc43)CC2)cc1	i	-0.8	i
COc1ccccc1C(=O)Nc1ccon1	i	-1.7	i
O=C(O)c1cccc(-n2c(-c3cnccn3)n[nH]c2=S)c1	i	0.6	i
O=C(COC(=O)c1ccccc1Nc1cccc(C(F)(F)F)c1)NCc1ccco1	i	-1.5	i
O=C(c1ccccc1)c1ccc(-n2cnnc2)c([N+](=O)[O-])c1	i	-1.4	i
O=C(CNS(=O)(=O)c1cccc2nsnc12)NCCc1ccccc1	i	1.1	i
CC(=O)NC(CCS(C)(=O)=O)C(=O)Nc1ccccc1C (stereo not drawn)	i	-1.4	i
O=C1OCC/C1=C\c1ccc2c(c1)OCO2	i	0.9	i
CCc1ccc(/C=N/n2c(C3CCCCC3)n[nH]c2=S)cc1	i	-1.2	i
O=C1c2ccccc2NC(c2ccccc2O)N1c1ccc(F)cc1 (stereo not drawn)	i	1.0	i
O=C(c1ccc(NS(=O)(=O)c2ccc(F)cc2)cc1)N1CCCCC1	i	0.8	i

Complete entries from above.
`O=C1c2ccccc2NC(c2ccccc2O)N1c1ccc(F)cc1` (stereo not drawn) across the screens: CHT block = i; STK33 kinase inh = 1.0; CHT allo act = i
`O=C(CNS(=O)(=O)c1cccc2nsnc12)NCCc1ccccc1` across the screens: CHT block = i; STK33 kinase inh = 1.1; CHT allo act = i

Back to the main list, repeating the seven entries before the break.
SMILES	CHT block	STK33 kinase inh	CHT allo act
O=C(c1ccccc1)c1ccc(-n2cnnc2)c([N+](=O)[O-])c1	i	-1.4	i
O=C(CNS(=O)(=O)c1cccc2nsnc12)NCCc1ccccc1	i	1.1	i
CC(=O)NC(CCS(C)(=O)=O)C(=O)Nc1ccccc1C (stereo not drawn)	i	-1.4	i
O=C1OCC/C1=C\c1ccc2c(c1)OCO2	i	0.9	i
CCc1ccc(/C=N/n2c(C3CCCCC3)n[nH]c2=S)cc1	i	-1.2	i
O=C1c2ccccc2NC(c2ccccc2O)N1c1ccc(F)cc1 (stereo not drawn)	i	1.0	i
O=C(c1ccc(NS(=O)(=O)c2ccc(F)cc2)cc1)N1CCCCC1	i	0.8	i
CN(Cc1ccccn1)C(=O)c1ccc2nc(Cc3cccc(Cl)c3)oc2c1	i	-1.0	i
O=C1Nc2ccccc2/C1=C/c1ccc([N+](=O)[O-])cc1	i	0.0	i
O=C(CN(C(=O)c1csnn1)c1ccc(Cl)cc1)NCc1ccc2c(c1)OCO2	i	-1.8	i
OCCC1CN(CC2CC2)CCN1Cc1ccc(F)c(F)c1 (stereo not drawn)	i	1.2	i
CCOC(=O)c1ccc2c(c1)[nH]c(=S)n2CC	-5.1*	-1.0	i
COc1ccc(-n2ncc3c2CC(C)(C)CC3NC(=O)C2CCN(C(C)=O)CC2)cc1 (stereo not drawn)	i	4.0	i
NC(=O)CC(NC(=O)c1ccccc1)c1ccc(N2CCN(c3ccccn3)CC2)c([N+](=O)[O-])c1 (stereo not drawn)	i	-0.4	i
CCC1SC2=NC(C)=C(C(=O)OCCOC)C(c3ccc(C(=O)OC)cc3)N2C1=O (stereo not drawn)	i	-1.1	i
COc1ccc(OC)c(/C=C(\C)C(=O)c2c(C)cc(C)[nH]c2=O)c1	i	-2.7	i
O=C(c1ccc2[nH]c(=O)c(=O)[nH]c2c1)N1CCc2ccccc2C1	i	4.3	i
Cc1ccc(C(=O)CSc2nnnn2-c2ccccc2)o1	i	0.1	i
Nc1c(C(=O)NCCN2CCOCC2)c2nc3ccccc3nc2n1-c1cccc(F)c1	i	1.4	i
C[C@]12CS(=O)(=O)C[C@H]1SC(=S)N2c1ccccc1	i	-0.6	i
CCOc1ccc(NC(=O)CN(C)C(=O)c2cc(S(=O)(=O)N3CCCCCC3)ccc2OC)cc1OCC	i	-0.2	i
Nn1c(SCC(=O)Nc2ccc3c(c2)OCO3)nnc1-c1ccccc1	i	-1.5	i
Cc1ccc(O)c(C(=O)c2cnc3c(c2)c(=O)n(C)c(=O)n3C)c1	i	-0.2	i
CC(C)CC(=O)Nc1cccc(-c2nc3ncccc3o2)c1	i	0.2	i
O=C(NCCCO)/C(=C\c1ccco1)NC(=O)c1ccc(Br)o1	i	-1.7	i
COc1ccccc1NS(=O)(=O)c1ccc(NC(=O)c2ccncc2)cc1	i	-1.3	i
Cc1cccc(-n2nnnc2SC(C)C(=O)NCCC2=CCCCC2)c1 (stereo not drawn)	i	-1.5	i
O=C(Cn1c(=O)n(-c2ccc(F)cc2)c(=O)c2sccc21)NC1CCCCC1	i	-0.2	i
CN(C)c1ccc(NC(=O)CN2CCN(c3ccc(F)cc3)CC2)cc1	i	-0.7	i
CCc1ccc(N(C(=O)CCC(=O)Nc2cc(C)on2)C(C(=O)NC2CCCC2)c2ccco2)cc1 (stereo not drawn)	i	0.7	i
CCOC(=O)C1=C(C)NC(=O)NC1c1ccc(OCC(N)=O)cc1 (stereo not drawn)	i	-1.2	i
Cc1ccc(S(=O)(=O)NC2CC3CCC2C3)cc1 (stereo not drawn)	i	-0.8	i
CCCc1nc2nc(C)c(NS(=O)(=O)c3ccc(Cl)cc3)c(=O)n2[nH]1	i	-0.8	i
Cc1ccc(C(=O)NCC(C)NC(=O)c2ccc(C)c(C)c2)cc1C (stereo not drawn)	i	6.2	i
COc1ccc(S(=O)(=O)NC(C)C(=O)NCc2ccccn2)cc1OC (stereo not drawn)	i	-0.5	i
O=C(c1nc2ccccn2c1CNCCCn1ncc2ccccc21)N1CCCC1	i	0.1	i
COc1cccc(C=Nc2cccc3c(=O)[nH][nH]c(=O)c23)c1O	i	x	i
CN(C)c1ccc(CNS(=O)(=O)c2csc(C(N)=O)c2)cc1	i	-0.1	i
Cc1cccc(/C=N/n2c(-c3ccco3)n[nH]c2=S)c1	i	3.5	i
Fc1cccc(NC(=S)NCc2cccnc2)c1	i	-0.3	i
N#Cc1ccccc1COc1ccc(/C=C/C(=O)O)cc1	i	-0.3	i

Source: PubChem BioAssay (several laboratories)
